Assay outcomes (PubChem BioAssay)
RORgamma inh – inhibitors of mouse ROR gamma transcriptional activity; P51450; Drosophila S2 Gal4-RORgamma UAS-luciferase reporter, 20 h; Potency, µM (series often up to 53.6 µM), for the others: at the highest dose activity change, negative = inhibition, actives largely listed as inhibitors; 310,000 tested, 5.4% active; note: potency is the fitted concentration of half-maximal effect; % is set by controls: 0 for no effect and ±100 for the full control effect; nearly all actives have a fitted effect of over 60% in size
Target sequence (P51450 whole entry, looked up, the tested form may be a part): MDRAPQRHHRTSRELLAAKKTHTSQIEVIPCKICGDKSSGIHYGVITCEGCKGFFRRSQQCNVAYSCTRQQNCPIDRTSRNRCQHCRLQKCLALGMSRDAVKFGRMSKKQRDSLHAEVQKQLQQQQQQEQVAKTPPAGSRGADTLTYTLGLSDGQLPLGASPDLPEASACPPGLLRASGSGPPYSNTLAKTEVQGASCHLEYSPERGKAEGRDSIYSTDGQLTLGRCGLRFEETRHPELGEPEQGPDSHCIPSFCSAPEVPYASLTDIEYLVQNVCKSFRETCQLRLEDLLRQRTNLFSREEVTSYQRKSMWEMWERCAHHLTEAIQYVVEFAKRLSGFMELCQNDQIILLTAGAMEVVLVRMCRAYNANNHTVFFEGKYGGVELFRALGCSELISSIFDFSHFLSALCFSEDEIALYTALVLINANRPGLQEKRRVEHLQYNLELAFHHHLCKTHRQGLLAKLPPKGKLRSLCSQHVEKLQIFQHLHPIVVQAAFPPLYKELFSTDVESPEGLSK
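ROR gamma transcriptional activity was tracked as Gal4-UAS luciferase output in stably transfected Drosophila Schneider cells, with compound added 1 hr before 700 uM copper sulfate induction and a 20 hr ambient-temperature incubation.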
FLuc modulator – inhibits or activates purified firefly luciferase, miR-21 counter-screen; P08659; purified FLuc, Km substrates, luminescence inhibition; Potency, µM (doses to about 57.5 µM), without a hit: at the top dose activity change, negative = inhibition, usual class: inhibitors; 360,000 tested, 6.9% active;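 note: potency is the fitted concentration of half-maximal effect; plate controls were vehicle for no effect and reference inhibitor for full effect; nearly all actives have a fitted effect of over 55% in size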
Target sequence (P08659 whole entry, looked up): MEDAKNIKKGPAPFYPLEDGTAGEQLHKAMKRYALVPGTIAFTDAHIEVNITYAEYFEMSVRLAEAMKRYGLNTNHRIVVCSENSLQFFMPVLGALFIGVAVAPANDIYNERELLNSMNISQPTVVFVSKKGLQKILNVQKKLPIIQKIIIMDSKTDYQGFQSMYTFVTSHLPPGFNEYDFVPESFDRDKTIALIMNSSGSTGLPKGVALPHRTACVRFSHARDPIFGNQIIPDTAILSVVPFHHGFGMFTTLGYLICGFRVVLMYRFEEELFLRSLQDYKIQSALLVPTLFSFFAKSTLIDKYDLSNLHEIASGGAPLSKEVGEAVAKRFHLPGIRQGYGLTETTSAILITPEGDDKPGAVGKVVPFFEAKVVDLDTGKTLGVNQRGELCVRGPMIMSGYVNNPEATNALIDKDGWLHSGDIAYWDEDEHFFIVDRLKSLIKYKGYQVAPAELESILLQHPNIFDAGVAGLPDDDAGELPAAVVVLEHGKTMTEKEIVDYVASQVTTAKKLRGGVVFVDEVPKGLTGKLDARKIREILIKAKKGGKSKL
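Purified P. pyralis luciferase, 10 nM final, with Km-level 10 uM D-luciferin and 10 uM ATP in 50 mM Tris acetate pH 7.5, 10 mM Mg acetate, 0.01% Tween-20, 0.05% BSA; 6-point qHTS titration about 60 µM downward; luminescence read.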
PKM2 act – increases activity of human pyruvate kinase M2; purified PKM2, Kinase-Glo ATP luminescence, activation; response scale: 0% is enzyme alone, no compound; Potency, µM (highest dose often 57.5 µM), for the others: at the top dose activation, hits mostly activators; 260,000 tested, 0.34% active; note: potency is the fitted concentration of half-maximal effect; % is set by controls: 0 for no effect and ±100 for the full control effect; nearly all actives have a fitted effect of over 55% in size
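Kinase-Glo luminescence reports ATP generated from ADP (0.1 mM) and PEP (0.5 mM) by purified hPK-M2 after 1 h at room temperature, pH 7.2 imidazole buffer; intermediate enzyme activity allows detecting inhibitors and activators.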
Giardia kill – kills Giardia lamblia | Giardia lamblia trophozoite viability | activity change, % at 7.66 µM, hits read low | AID 540267 | 340,000 tested, 0.15% active; in the data active = activity change below about -80%; inconclusive = between about -30% and that limit;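 note: parasites exposed to compound for two days anaerobically before the ATP read; % is set by controls: 0 for no effect and ±100 for the full control effect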
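Anaerobic 48 hrs incubation at 37 deg C of 100 trophozoites/well with test compounds; ATPLite 1-Step luminescence, 15-30 min RT, reports cellular ATP as viability.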
VP16 counter – Gal4-VP16 reporter inhibition counter-screen | Drosophila S2 Gal4-VP16 UAS-luciferase, luminescence, 20 h | Potency, µM (titrated, usually from 53.6 µM), without a hit: at the top dose activity, negative = inhibition, hits mostly inhibitors | 310,000 tested, 3.5% active | AID 2546;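 note: Gal4-VP16 expression switched on by copper sulfate through the metallothionein promoter; potency is the fitted concentration of half-maximal effect; % is set by controls: 0 for no effect and ±100 for the full control effect; nearly all actives have a fitted effect of over 50% in size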
p53 reactivator – mutant p53 re-activation in reporter cells; H1299 p53-A138V BP100-luciferase reporter, luminescence, 24 h; Potency, µM (doses to about 92.2 µM), inactives show at the top dose activity change, positive = activation, usual class: activators; 320,000 tested, 0.063% active; note: potency is the fitted concentration of half-maximal effect; % of control where 0% means no effect; nearly all actives have a fitted effect of over 45% in size
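p53-null H1299 cells stably carrying temperature-sensitive p53-A138V and a BP100-luciferase reporter were pinned with compounds (4-point, 1:5 series) and held 24 hrs at 37 deg C. Luminescence was read 10 min after detection reagent.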
ELG1 genotox – inducers of genotoxicity in HEK293T ELG1-luciferase cells | HEK293T ELG1-luciferase reporter, luminescence, 16 h | Potency, µM (doses to about 46 µM), without a hit: top-dose activity change, positive = activation, most hits filed as activators | 330,000 tested, 1.3% active; note: potency is the fitted concentration of half-maximal effect; % of control where 0% means no effect; nearly all actives have a fitted effect of over 60% in size
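HEK293T cells expressing luciferase-tagged ELG1 were treated with compound or DMSO for 16 hr at 37°C. Luciferase activity was then read after 30 min with ONE-Glo at room temperature; rising signal flags genetic stress.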
BRCA1 expr act – activators of BRCA1 expression; 380,000 tested, 1.1% active; AID 624202; MCF7-BRCA1-FFLuc reporter, luminescence, 48 h; response scale: scaled: vehicle 0%, 10 µM genistein 100%; Potency, µM (series often up to 46.1 µM), for inactives: top-dose activation, hits mostly activators; note: potency is the fitted concentration of half-maximal effect; nearly all actives have a fitted effect of over 80% in size; some results filed as inactive show a strong effect at the top dose
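MCF7-BRCA1-FFLuc, 2000 cells/well; 2 h attach, 37 °C/5% CO2; compound 48 h; luciferase substrate 15 min; luminescence end-point. Norm. to genistein 10 microM max activation and DMSO; concentration-response curves fitted.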
NPC1 promoter act – activators of NPC1 promoter | Huh7 NPC1 promoter luciferase reporter, 24 h | Potency, µM (titrated, usually from 9.22 µM), for inactives: at the top dose activation, actives largely listed as activators | 320,000 tested, 2.4% active;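 note: potency is the fitted concentration of half-maximal effect; % of control where 0% means no effect; nearly all actives have a fitted effect of over 60% in size; reporter is driven by a mutant NPC1 promoter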
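NPC1 promoter–luciferase Huh7 cells; 24 h compound; luminescence.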
Menin-MLL TR inh – menin-MLL binding inhibition, Texas Red mutant peptide; O00255; Potency, µM (highest dose often 61.6 µM), without a hit: at the top dose FP activity change, negative = inhibition, hits mostly inhibitors; 270,000 tested, 0.23% active; Menin + Texas Red MLL mutant peptide, fluorescence polarization; active = well fitted inhibition curve with a large enough effect in the polarisation, with a control signal flat, not every such curve was filed as active; inconclusive = small, poorly fitted or top-dose-only effect, or effect the other way, or a change in a side signal; inactive = no such curve, though single readings can be large or run the other way; the % refers to the polarisation; note: potency is the fitted concentration of half-maximal effect; % of control where 0% means no effect; many of its hits are not listed in these tables
Rab9 prom act – activates the Rab9 promoter; 320,000 tested, 2.8% active; Huh7 Rab9 promoter-luciferase reporter, luminescence, 24 h; AID 485297; Potency, µM (doses to about 9.22 µM), for inactives: at the top dose activation, negative = inhibition, actives largely listed as activators; note: potency is the fitted concentration of half-maximal effect; % of control where 0% means no effect; nearly all actives have a fitted effect of over 60% in size
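Stable Rab9-luc Huh7, 1500 cells/well, 2 h settle; cmpd in DMSO, 24 h, 37 °C/5% CO2; luciferase reagent 10 min RT; luminescence.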
The depositor's hits bear a star; ? = inconclusive; . = no result given; & = joins results of further samples; [ ] = another dose, or the depositor's remark. Unless noted, calls come from the whole dose curve; as a rule, active = well fitted curve in the direction sought with a large enough effect; inconclusive = small, poorly fitted or top-dose-only effect, or another doubt; inactive = no such curve, though single readings can be large; an effect the other way counts as inactive or inconclusive. Not all compounds are listed; the hit share may differ from the screen's.

SMILES	RORgamma inh	FLuc modulator	PKM2 act	Giardia kill	VP16 counter	p53 reactivator	ELG1 genotox	BRCA1 expr act	NPC1 promoter act	Menin-MLL TR inh	Rab9 prom act
CC(C)C(=O)Nc1cccc(NC(=O)CCN2C(=O)c3ccccc3S2(=O)=O)c1	20%	0%	-5%	-16	1%	0%	-2%	8%	0%	-11%	1%
O=C(NCCS(=O)(=O)NCc1ccc(F)cc1)c1ccc2c(c1)OCO2	.	1%	.	12	.	-2%	3%	-7%	-1%	.	1%
COc1cccc(OCC(=O)Nc2c3c(nn2-c2ccc(F)cc2)CS(=O)(=O)C3)c1	13%	5%	-1%	-5	2%	-6%	-4%	-43%	-5%	.	3%
C(#CCN1CCOCC1)COCCCOC(c1ccccc1)c1ccccc1	-8%	1%	8%	-3	8%	1%	-1%	-22%	-1%	.	0%
O=C(CSCc1nc2ccccc2[nH]1)Nc1ccccc1	11%	0%	-6%	7	3%	-2%	-5%	-17%	0%	17%	5%
COc1ccccc1N1CCN(C2CCCN(C(=O)CN3CCCC3=O)C2)CC1 (configuration not stated)	4%	-1%	-7%	-8	-8%	2%	10%	0%	4%	.	-3%
Cc1ccccc1C(=O)c1cccn1CC(=O)NC1CCCC(C)C1C (configuration not stated)	0%	-1%	.	-1	-10%	-5%	-1%	-9%	-3%	-11%	29%
NS(=O)(=O)c1ccc(NC(=O)COC(=O)C2CCCCC2)cc1	13%	?	-1%	7	3%	0%	1%	0%	1%	-7%	-3%
Brc1ccc(Sc2cnc3ccccc3n2)cc1	34%	?	4%	4	17%	.	.	61%	.	-6%	.
CC1=CC(=O)N(c2cccc(C(F)(F)F)c2)C1c1ccc(Cl)cc1 (configuration not stated)	4%	0%	-1%	-2	-12%	-11%	3%	-26%	3%	?	-8%
CCN(CC)c1ccc(NC(=S)NC(=O)C2CCC2)cc1	1.8µM*	?	2%	-17	6.3µM*	6%	16%	?	19%	.	15%
CCn1nnnc1NCc1ccc(Cl)cc1	0%[1.91 µM]	-1%	-1%	1	4%	.	1%	-8%	-1%	-16%	5%
COCCCNC(=O)c1c[nH]c2ccc(S(=O)(=O)N3CCc4ccccc43)cc2c1=O	41%	-13%	3%	10	?	-2%	-9%	-53%	-13%	24%	-9%
CCc1cccc(C)c1NC(=O)Cn1nc(C)n2cccc2c1=O	-4%	2%	2%[0.46 µM]	13	0%	-8%	0%	0%	1%	0%	0%
O=C(O)CCN1C(=O)/C(=C\c2cccc(Oc3ccccc3)c2)SC1=S	?	24µM*	.	14	7%	-9%	1%	-54%	-6%	-2%	-7%
CC(O)c1nc2ccccc2n1C1CCCCC1 (configuration not stated)	-22%	4%	0%	-23	-3%	-9%	-2%	4%	0%	-15%	-7%
CCOC(=O)Cc1csc(NC(=O)CSc2nnnn2-c2ccc(CC)cc2)n1	?	-1%	7%	10	?	10%	-6%	-4%	-1%	4%	0%
Cn1c(SCCN2CCCC2)nnc1C1CCN(S(=O)(=O)c2cccc(F)c2)CC1	-1%	1%	2%	-14	2%	5%	0%	-22%	1%	-10%	-5%
Cc1ccc(C(=O)NC(C)C2CCCO2)o1 (configuration not stated)	5%	0%	-2%	-10	14%	-13%	-4%	7%	-1%	.	27%
CC(C)CNS(=O)(=O)c1cc(C(=O)O)c(Cl)cc1Cl	22%	-1%	-1%	20	-7%	1%	2%	1%	-4%	.	-2%
C[C@@H](NC(=O)c1coc(=O)c(Br)c1)c1ccccc1	?	-2%	17%	19	-9%	-33%[inhibitor]	21µM*	-78%	2%	18%	8%
Cc1cc(=O)c(C(=O)O)nn1-c1ccccc1[N+](=O)[O-]	16%	-3%	-1%	-17	14%	-4%	1%	1%	-2%	8%	1%
CCOC(=O)N1CCN(c2cccc(C)c2C)CC1	-21%	-10%	-5%	8	-8%	6%	1%	-16%	-2%	-6%	-6%
Cc1ccc(NC(=O)C2CC(=O)n3c(nc4ccccc43)N2)cc1Cl (configuration not stated)	6%	-1%	-1%	-18	-4%	3%	3%	-7%	-4%	-4%	-1%
Cc1ccc(-c2cc(C(=O)NCCCN3CCOCC3)c3ccccc3n2)cc1C	2%	12µM*	-10%	-7	1%	-2%	-4%	4%	5%	-4%	1%
CCCCOc1[nH]c2nc(-c3ccco3)n(Cc3ccco3)c(=N)c2c1C#N	-2%	-1%	11%	-3	-12%	20%	-11%	-35%	-6%	18%	-7%
COC(=O)c1ccc(C(=O)OC)c(NC(=O)CSCC(=O)O)c1	0%	-1%	1%	-5	-3%	6%	-1%	0%	2%	.	2%
CCC1=Nc2cc(C(=O)NCCCN3CCOCC3)ccc2Sc2ccc(Br)cc21	2%	1%	.	14	-11%	-11%	-3%	-23%	0%	5%	4%
COc1ccccc1C(=O)COC(=O)Cc1c[nH]c2ccccc12	.	3%	.	0	.	-3%	0%	-20%	-3%	.	1%
CCCCN1C(=O)N(C)C2C1N(C)C(=O)N2CCCC (configuration not stated)	-21%	6%	5%	-2	2%	-12%	-2%	-4%	-5%	7%	2%
COc1cccc(-c2ccc(SCC(=O)NC3CCCCC3)nn2)c1	-18%	15µM*	-10%	-18	-2%	3%	-3%	12%	0%	-10%	12%
COc1ccc(CCNC(=O)C2CCN(S(=O)(=O)c3cccc4cccnc34)CC2)cc1OC	7%	-1%	.	13	-3%	1%	-5%	6%	1%	.	-2%
COc1ccc(C2/C=C\CN(C(=O)Oc3ccccc3)CC(=O)N2Cc2ccc(F)cc2)cc1 (configuration not stated)	10%&9%	0%	-5%	22&-2	-4%&13%	-1%	-4%	-11%	-3%	17%	-7%
CCOC(=O)c1c(-c2ccc(C)s2)csc1N	26%	-21%	-3%	3	?	11%	0%	0%	-1%	?	0%
CCc1cccc(CC)c1NC(=O)c1cccc(S(=O)(=O)N2CCN(C)CC2)c1	-20%	3%	9%	0	3%	0%	-3%	-9%	-2%	.	6%
O=C(COc1cc(Cl)ccc1Cl)Nc1ccc2[nH]c(=O)[nH]c2c1	.	3%	.	-4	.	3%	6%	-5%	-3%	.	1%
COc1ccc(CCNC2CC(=O)N(CCc3ccccc3)C2=O)cc1OC (configuration not stated)	27%	6%	-1%	3	3%	-3%	-2%	-4%	-3%	1%[11.7 µM]	-8%
Cc1ccc(C)c(-c2csc(NC(=O)c3cnccn3)n2)c1	0.5µM*	1%	-1%	17	1.3µM*	1%	8%	-21%	0%	2%	-4%
O=c1c2cc(Br)ccc2nc(-c2ccc([N+](=O)[O-])cc2)n1O	?	?	-4%	-2	8%	-1%	-2%	-61%	-1%	5%	-2%
Cc1cccc(OCC(=O)Nc2cccc(C(=O)Nc3ccccc3C(=O)O)c2)c1	22%	?	-3%	-2	-11%	6%	-2%	1%	1%	?	-1%
CCOc1ccc(CNC(=O)Cn2ccc3cc(S(=O)(=O)N4CCCCCC4)ccc32)cc1	21%	-4%&-13%	.	31[activator]	?	-6%	-6%	-17%	-7%	1%	1%
COCCCn1c(SCC(=O)Nc2oc(C)c3c(C)n[nH]c(=O)c23)nc2ccccc2c1=O	.	3%	.	2	.	-12%	2%	-7%	-7%	.	-4%
CCCCN(C(=O)/C=C/c1ccc(OCC(C)C)c(OCC)c1)c1c(N)n(CCC)c(=O)[nH]c1=O	-13%	0%	1%	0	2%	-3%	11%	0%	-1%	-3%	-3%
C=CCN1C=C2C(=O)C(C)(OC(=O)CC)C(=O)C=C2C=C1CCCC (configuration not stated)	-3%	0%	-5%[11.5 µM]	2	-7%	4%	3%	15%	2%	-8%[11.7 µM]	-8%
O=C(NNC1OC(CO)C(O)C(O)C1O)c1cccc(Br)c1 (configuration not stated)	11µM*	6%	6%	1	11%[10 µM]	?	-13%	-16%	-1%	9%	-3%
COc1ccccc1C1C=C(c2ccc(Cl)cc2)Nc2nc(NS(C)(=O)=O)nn21 (configuration not stated)	20%	5%	3%	.	1%	20%	-4%	.	-4%	40%[activator]	-3%
O=c1c2cc(-c3ccccc3)sc2nc2n1CCC2	-29%	3µM*	-7%	.	-25%	19%	1.2µM*	.	0.5µM*	-14%	0.63µM*
CSc1nc2cc(C)nn2c(-c2ccccc2)c1C#N	0%	-1%	3%	10	-10%	-1%	0%	-4%	2%	.	-2%
O=C(Nc1ccc2c(c1)OCO2)N1CCN(c2cccc(C(F)(F)F)c2)CC1	16%	-17%	-12%	-2	-13%	8%	0%	8%	-4%	29%	-5%
COc1ccc(-c2nn(-c3ccccc3)cc2C(N)=O)cc1OC	15%[1.91 µM]	17µM*	0%	3	6%	7%	2%	-23%	9%	14%	2%
